High-throughput results from PubChem.
ROCK2 inh: inhibitors of human Rho kinase 2; O75116; hit rate 0.35% among 60,000; purified ROCK2, Kinase-Glo ATP depletion luminescence; inhibition, % at 6 µM;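 active means inhibition above the screen-wide mean inhibition plus 3 SD, cut at about 18% in these data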;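 further: plate controls were DMSO wells for no effect and Y-27632 control wells after no-enzyme background subtraction for full effect; many of its hits are not listed in these tables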
PKA kinase inh: inhibitors of human protein kinase A | hit rate 0.1% among 65,000 | AID 524 | inhibition, % at 6 µM | PKA Kemptide phosphorylation, Kinase-Glo ATP luminescence;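 active means inhibition above the screen-wide mean inhibition plus 3 SD, cut at about 21% in these data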; further: many of its hits are not listed in these tables
MMP-13 inhibitor: inhibitors of human MMP13. P45452. MMP-13 fTHP FRET cleavage, Mca fluorescence. inhibition, % at 4 µM. hit rate 0.07% among 65,000. AID 570;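 active means inhibition above the mean of compound-free control plate wells plus 3 SD, cut at about 14% in these data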;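 further: 0% = DMSO wells and 100% = wells with reference MMP-13 inhibitor after basal subtraction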
JNK3 blocker: blocks human JNK3 kinase activity. inhibition, % at 8 µM. purified JNK3 kinase activity, HTS. P53779. hit rate 0.61% among 60,000. AID 746; in the data active means inhibition above about 17%;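 further: 0% = DMSO and 100% = reference inhibitor; many of its hits are not listed in these tables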
DUSP1 inh: blocks human MKP-1 phosphatase activity; P28562; hit rate 0.15% among 65,000; recombinant MKP-1, OMFP hydrolysis fluorescence; inhibition, %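 (compounds tested at a single concentration somewhere between 10 and 100 µM)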;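 active means inhibition above about 50%, limit read from the data; inconclusive means inhibition over screen mean plus 3 SD, below that limit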;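 further: 0% = DMSO max control wells and 100% = wells with enzyme stopped by NaOH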
Target sequence (P28562 whole entry, looked up): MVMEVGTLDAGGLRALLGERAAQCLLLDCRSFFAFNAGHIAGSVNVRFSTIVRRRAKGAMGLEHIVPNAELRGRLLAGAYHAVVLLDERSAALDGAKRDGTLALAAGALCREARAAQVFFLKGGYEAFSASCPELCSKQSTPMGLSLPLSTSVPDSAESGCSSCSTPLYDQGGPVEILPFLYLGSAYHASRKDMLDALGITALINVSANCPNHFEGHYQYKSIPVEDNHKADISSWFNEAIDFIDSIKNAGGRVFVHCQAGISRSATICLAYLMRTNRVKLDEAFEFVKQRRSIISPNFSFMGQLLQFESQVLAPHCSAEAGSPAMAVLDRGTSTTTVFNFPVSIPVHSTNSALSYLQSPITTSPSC
Jurkat viability: cytotoxic compounds reducing Jurkat cell viability. Jurkat E6.1 viability, ATP luminescence, 48 h. inhibition, % at 4 µM. hit rate 1.2% among 56,000. AID 463;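 active means inhibition above the mean inhibition of all tested compounds plus 3 SD, cut at about 28% in these data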
TNAP act DEA: activators of human TNAP at intermediate phosphate acceptor; purified TNAP, CDP-star luminescence, 100 mM DEA, 30 min; stronger effect = higher value; scale: 0 levamisole-inhibited, 1 vehicle-only enzyme; activation factor at 20 µM; 64,000 tested, under 10 active;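 active means activation factor of at least 2 at 20 µM, relative to controls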
Target sequence (P05186 whole entry, looked up): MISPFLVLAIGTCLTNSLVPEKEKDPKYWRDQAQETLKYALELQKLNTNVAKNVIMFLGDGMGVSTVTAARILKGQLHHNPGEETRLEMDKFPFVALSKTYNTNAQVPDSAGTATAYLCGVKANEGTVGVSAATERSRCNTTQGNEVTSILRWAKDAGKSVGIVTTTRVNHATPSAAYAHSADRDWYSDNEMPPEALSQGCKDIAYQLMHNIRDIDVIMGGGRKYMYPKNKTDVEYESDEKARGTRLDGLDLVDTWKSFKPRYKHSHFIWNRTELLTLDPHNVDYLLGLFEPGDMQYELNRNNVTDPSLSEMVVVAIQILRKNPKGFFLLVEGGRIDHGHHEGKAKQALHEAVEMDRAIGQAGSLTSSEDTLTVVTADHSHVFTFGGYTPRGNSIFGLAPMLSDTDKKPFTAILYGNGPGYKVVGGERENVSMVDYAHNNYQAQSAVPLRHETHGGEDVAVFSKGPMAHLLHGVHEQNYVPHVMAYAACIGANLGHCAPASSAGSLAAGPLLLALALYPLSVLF
Cdc25B block: human M-phase inducer phosphatase 2 inhibition; inhibition, %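 (compounds tested at 10 µM final in the well)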; recombinant Cdc25B, OMFP fluorescence Ex485/Em525; P30305; hit rate 0.1% among 65,000; in the data active means inhibition above about 50%
HEK293 NFkB inh: lowers PMA/ionomycin-induced NF-kB signal in HEK293 cells; HEK-293 NF-kB luciferase reporter, luminescence; inhibition, % at 3 µM; hit rate 0.21% among 62,000;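 active means inhibition above the mean of all tested compounds plus 3 SD, cut at about 40% in these data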;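 further: 0% = stimulated DMSO wells and 100% = 10 µM reference inhibitor 5653914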
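System – HEK-293 cells with stable firefly luciferase reporter driven by four HIV NF-kB elements · Doses – one dose, 3 µM · Schedule – 1 h compound pre-incubation, 16 h PMA/ionomycin at 37 °C · Technique – luminescence from luciferase substrate reagent · Measure – percent inhibition normalized per plate to DMSO and reference-inhibitor controls · Replicates – tested once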
* hit, by the source's call; ? = inconclusive; . = no result given; [ ] = remark or other dose.

SMILES	ROCK2 inh	PKA kinase inh	MMP-13 inhibitor	JNK3 blocker	DUSP1 inh	Jurkat viability	TNAP act DEA	Cdc25B block	HEK293 NFkB inh
CCOC(=O)CCCNS(=O)(=O)c1c(C)ccc2nsnc12	5.3	12.2	-1.7	-4.2	1.2	-0.5	1	6.6	9.6
Cc1ccc(S(=O)(=O)N(c2ccccc2)C2CCS(=O)(=O)C2)cc1 (configuration not stated)	-1.5	7.9	0.8	2.2	-20.6	4.1	0.9	3.8	17.1
COc1cc2cc(C(c3nnnn3C3CCCC3)N3CCc4ccccc43)c(=O)[nH]c2cc1OC (configuration not stated)	7.1	4.5	-18.0	-3.0	7.0	0.7	1	6.6	8.5
CCC(C)N(CC(=O)NCc1ccc(OC)cc1)C(=O)c1csnn1 (configuration not stated)	0.1	-2.7	1.5	3.0	-6.0	2.3	0.9	-8.3	-5.1
COc1cccc(OCC(=O)N(Cc2nc(-c3ccc(Cl)cc3)no2)C(C)C)c1	-1.3	-10.5	6.2	-5.0	5.4	-16.3	0.9	-3.7	6.9
COc1ccc(S(=O)(=O)N(CC(=O)N2CCCC2)Cc2ccccc2)cc1	-1.9	3.4	-3.0	-4.1	-10.1	3.9	0.9	-4.4	9.2
O=S(=O)(NCc1ccco1)c1cccc(S(=O)(=O)N2CCOCC2)c1	-2.7	-4.6	7.1	-7.2	5.9	6.9	0.9	5.4	7.9
N#Cc1ccc2ccn(CC(=O)NC3CCCCCC3)c2c1	-0.2	8.7	-10.8	0.0	5.9	4.9	1	-0.8	1.6
CC(C)(C)NC(=O)NC(=O)COC(=O)c1ccco1	.	3.1	2.9	.	17.7	.	1	-10.9	1.1
COc1cccc(-n2nnc3c(=O)n(CC(=O)OCc4ccccc4)cnc32)c1	4.3	13.6	-0.4	-7.6	12.1	-11.2	.	-17.8	13.9
Cc1cc(NC(=O)c2cc(-c3ccco3)on2)no1	8.0	9.7	0.5	3.0	1.4	0.5	0.9	-6.5	13.9
Cc1cc2n(n1)C(c1ccccc1Cl)Nc1ccccc1-2 (configuration not stated)	4.2	11.3	-15.4	-5.8	-21.6	6.7	0.9	3.2	20.0
CCOCCCN(C(=O)CNC(=O)c1ccco1)C(C(=O)NC1CCCC1)c1ccccc1C (configuration not stated)	0.6	8.2	0.4	1.6	5.8	-2.1	1	-14.9	6.9
CS(=O)(=O)N(CC(=O)NC1CC2CCC1C2)c1cccc(C(F)(F)F)c1 (configuration not stated)	3.8	3.7	4.1	-2.6	0.5	-2.6	0.9	1.4	4.8
CCC(C)SCc1nc2ccccc2[nH]1 (configuration not stated)	1.1	5.8	7.3	4.1	0.0	7.6	0.9	-11.7	8.1
CN(C)S(=O)(=O)c1ccc(Oc2ccc(S(=O)(=O)N(C)C)cc2)cc1	4.4	9.0	10.0	-1.3	0.7	13.6	0.9	-11.8	18.4
CCOC(=O)Nc1cccc(OCC(=O)Nc2ccccc2OC)c1	2.8	3.2	1.4	-3.4	22.0	-4.8	0.8	-5.8	7.5
Cc1ccc(CC2CC(=O)N(c3ccc(Cl)cn3)C2=O)cc1 (configuration not stated)	6.1	3.1	2.4	-5.2	-9.8	0.4	0.9	4.1	8.3
Cc1ccccc1Cn1c(C(C)O)nc2ccccc21 (configuration not stated)	0.8	-0.1	3.9	-0.3	21.6	0.3	1	-3.3	15.0
CN(C)CCCNC(=O)c1ccc2[nH]c3ccccc3c2c1	-1.2	-1.8	-94.5[fluorescence artefact?]	-1.6	2.7	-5.0	0.9	-7.5	13.4
COc1cccc(C(=O)N2CCN(Cc3ccc4c(c3)OCO4)CC2)c1OC	8.6	8.4	1.9	-1.0	-3.0	3.3	0.9	2.1	8.1
COC(=O)CCC(=O)COc1ccc(OC)cc1C#N	-3.9	-4.3	-0.2	-8.1	-0.5	8.8	0.9	8.4	1.1
COc1ccccc1NC(=O)CN1CCN(CC(=O)Nc2ccc(F)cc2)CC1	6.0	5.4	1.8	2.1	1.6	-2.1	0.9	-2.9	4.3
O=C(NCCCN1CCCC1=O)c1ccc2c(=O)n(Cc3ccco3)c(=S)[nH]c2c1	0.9	2.9	-3.9	-4.1	-2.6	0.1	0.9	-8.7	9.0
Nc1ccc(CCS(N)(=O)=O)cc1	4.1	0.8	-0.2	0.5	2.8	-0.4	0.9	-1.3	3.3
CCCCNC(=O)NS(=O)(=O)c1ccc(C)cc1	-6.6	-4.0	-5.9	-2.1	-0.2	.	0.8	-18.8	.
CCCc1[nH]nc2c1C(CCC)C(C#N)=C(N)O2 (configuration not stated)	-10.9	4.0	5.4	-7.4	3.4	6.7	0.9	-23.5	6.6
CC1CCC2(CC1)NC(=O)c1ccccc1O2 (configuration not stated)	2.4	3.4	-5.0	-5.0	7.8	-4.6	0.9	0.2	3.7
CCOC(=O)C1CCN(CC(=O)c2c(C)[nH]c3cc(C)ccc23)CC1	0.5	3.0	2.5	-5.2	30.4	-0.2	0.9	0.5	-3.4
CC(C)C(=O)Nc1nnc(Cc2ccccc2)s1	2.4	5.2	4.5	2.3	-2.5	-5.9	0.9	6.3	2.3
CCn1cc(SCC(=O)NCc2ccc3c(c2)OCO3)c2ccccc21	-4.0	6.9	-12.2	-8.3	0.5	-0.1	0.9	-11.4	14.3
CCOc1ccc(C(=O)N2CCCN(C(=O)c3ccc(OCC)cc3)CC2)cc1	-0.7	-2.4	4.7	3.2	6.9	10.8	0.9	3.8	4.9
CCOc1ccc(NC(=O)c2ccncc2)cc1	6.9	6.5	4.3	3.3	2.3	-1.0	0.9	-3.0	11.9
CC(=O)n1cc(Nc2ccccc2C(=O)O)c2ccccc21	3.6	0.6	-70.2[fluorescence artefact?]	-4.5	16.9	1.5	0.9	-0.6	18.0
Cc1ccc(CNC(=O)CN(C)S(=O)(=O)c2cccc3nsnc23)cc1	4.7	17.0	7.5	0.4	8.5	-0.9	0.9	2.1	-3.8
COC(=O)c1cnc2c(C(F)(F)F)cccc2c1OC	4.8	11.9	1.6	1.0	-3.6	-3.3	0.9	-4.8	5.4
CC(C)(C)NC(=O)CSc1nc(O)cc(=O)n1-c1ccccc1F	.	0.8	-2.1	.	0.1	.	1	-4.3	13.4
O=C(NC1CCCCC1)N(Cc1nc2ccccc2c(=O)[nH]1)C1CCCC1	2.1	7.7	-2.7	1.4	36.7	-3.2	0.9	0.5	13.0
Cc1ccc2cc(CN(CCN3CCCC3)C(=O)Nc3ccccc3)c(=O)[nH]c2c1C	-6.8	-5.0	4.4	-6.1	9.8	7.7	0.8	3.7	2.6
CCc1nnc(NC(=O)c2nc3nccc(C)n3n2)s1	0.7	3.8	1.3	-6.7	-10.2	7.6	1.1	-1.7	12.1
CCOC(=O)N1CCC(Nc2ncnc3c2cnn3-c2ccccc2)CC1	-2.0	-4.5	-14.0	-1.8	0.0	0.2	0.8	-3.7	8.9
CCOC(=O)c1cnn(-c2sc(C(=O)OCC)c(C)c2C(=O)OCC)c1N	-1.1	-1.6	-2.2	-6.6	?	2.0	1	10.8	-0.7
N#CC(C(=O)NC1CCCCC1)c1nc2ccccc2nc1N1CCN(c2ccccc2F)CC1 (configuration not stated)	-1.0	2.5	-5.1	0.7	-23.7	.	0.9	19.2	.
O=C1Nc2ccccc2C(O)(C(=O)NC2CC2)N1c1ccc(Cl)c(Cl)c1 (configuration not stated)	.	-7.3	0.2	.	14.9	.	0.9	-13.0	25.9
Cc1ccc(Nc2cc(C)nc3ncnn23)c(Cl)c1	2.4	-0.3	-1.1	6.4	-3.2	-7.8	0.9	-10.3	-7.3
O=C(CSc1ccc2nnc(-c3ccncc3)n2n1)Nc1ccc2c(c1)OCO2	2.8	6.7	7.6	4.8	-2.1	-5.7	0.9	-7.8	7.0
Cc1cc(C)c2c(c1)-c1cc(C)nn1C(c1ccc3c(c1)OCO3)N2 (configuration not stated)	-3.9	-3.5	-9.3	-6.5	13.4	4.2	1	-15.7	-4.9
Cc1ccc(-c2ccc(SCC(=O)Nc3nonc3C)nn2)cc1	10.9	9.1	-0.5	-2.2	-5.8	1.3	0.9	-16.6	7.0

Of the compounds above, these have a halogen:
SMILES	ROCK2 inh	PKA kinase inh	MMP-13 inhibitor	JNK3 blocker	DUSP1 inh	Jurkat viability	TNAP act DEA	Cdc25B block	HEK293 NFkB inh
COc1cccc(OCC(=O)N(Cc2nc(-c3ccc(Cl)cc3)no2)C(C)C)c1	-1.3	-10.5	6.2	-5.0	5.4	-16.3	0.9	-3.7	6.9
Cc1cc2n(n1)C(c1ccccc1Cl)Nc1ccccc1-2 (configuration not stated)	4.2	11.3	-15.4	-5.8	-21.6	6.7	0.9	3.2	20.0
CS(=O)(=O)N(CC(=O)NC1CC2CCC1C2)c1cccc(C(F)(F)F)c1 (configuration not stated)	3.8	3.7	4.1	-2.6	0.5	-2.6	0.9	1.4	4.8
Cc1ccc(CC2CC(=O)N(c3ccc(Cl)cn3)C2=O)cc1 (configuration not stated)	6.1	3.1	2.4	-5.2	-9.8	0.4	0.9	4.1	8.3
COc1ccccc1NC(=O)CN1CCN(CC(=O)Nc2ccc(F)cc2)CC1	6.0	5.4	1.8	2.1	1.6	-2.1	0.9	-2.9	4.3
COC(=O)c1cnc2c(C(F)(F)F)cccc2c1OC	4.8	11.9	1.6	1.0	-3.6	-3.3	0.9	-4.8	5.4
CC(C)(C)NC(=O)CSc1nc(O)cc(=O)n1-c1ccccc1F	.	0.8	-2.1	.	0.1	.	1	-4.3	13.4
N#CC(C(=O)NC1CCCCC1)c1nc2ccccc2nc1N1CCN(c2ccccc2F)CC1 (configuration not stated)	-1.0	2.5	-5.1	0.7	-23.7	.	0.9	19.2	.
O=C1Nc2ccccc2C(O)(C(=O)NC2CC2)N1c1ccc(Cl)c(Cl)c1 (configuration not stated)	.	-7.3	0.2	.	14.9	.	0.9	-13.0	25.9
Cc1ccc(Nc2cc(C)nc3ncnn23)c(Cl)c1	2.4	-0.3	-1.1	6.4	-3.2	-7.8	0.9	-10.3	-7.3
